MCL1 BIM primary = disrupts human MCL1 binding to BIM-BH3 peptide | Q07820 | GST-MCL1 / FITC-Bim-BH3 fluorescence polarization | inhibition, % at 10.9 µM | actives 0.68% (n = 320,000) | AID 2057;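 active = inhibition above the mean inhibition of all tested compounds plus 3 SD, set per campaign, cut at about 40% in these data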;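 also: 0% = DMSO wells and 100% = unlabeled Bim-BH3 peptide control; higher means more loss of mP so more displacement of Bim peptide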
Target sequence (Q07820 whole entry, looked up): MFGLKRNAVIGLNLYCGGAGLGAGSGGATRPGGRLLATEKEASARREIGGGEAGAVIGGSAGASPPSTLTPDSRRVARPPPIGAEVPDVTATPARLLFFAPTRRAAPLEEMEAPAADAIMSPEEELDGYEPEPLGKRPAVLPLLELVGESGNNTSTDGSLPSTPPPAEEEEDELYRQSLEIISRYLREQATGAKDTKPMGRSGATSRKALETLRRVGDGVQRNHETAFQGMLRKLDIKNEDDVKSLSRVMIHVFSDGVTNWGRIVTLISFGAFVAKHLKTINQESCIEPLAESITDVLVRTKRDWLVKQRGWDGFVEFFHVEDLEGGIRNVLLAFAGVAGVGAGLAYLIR
GRK2 aptamer HTS = human GRK2 inhibition via aptamer displacement. P25098. actives 0.59% (n = 330,000). AID 488847. bead flow cytometry, FAM-aptamer displacement from GRK2. inhibition of aptamer binding, % at 10 µM;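 active = inhibition of aptamer binding above 40%, roughly 3 SD of noise, on plates passing a quality check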;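 also: median bead fluorescence of bound FAM aptamer so fluorescent compounds give negative values; no value below 0 was filed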
Target sequence (P25098 whole entry, looked up): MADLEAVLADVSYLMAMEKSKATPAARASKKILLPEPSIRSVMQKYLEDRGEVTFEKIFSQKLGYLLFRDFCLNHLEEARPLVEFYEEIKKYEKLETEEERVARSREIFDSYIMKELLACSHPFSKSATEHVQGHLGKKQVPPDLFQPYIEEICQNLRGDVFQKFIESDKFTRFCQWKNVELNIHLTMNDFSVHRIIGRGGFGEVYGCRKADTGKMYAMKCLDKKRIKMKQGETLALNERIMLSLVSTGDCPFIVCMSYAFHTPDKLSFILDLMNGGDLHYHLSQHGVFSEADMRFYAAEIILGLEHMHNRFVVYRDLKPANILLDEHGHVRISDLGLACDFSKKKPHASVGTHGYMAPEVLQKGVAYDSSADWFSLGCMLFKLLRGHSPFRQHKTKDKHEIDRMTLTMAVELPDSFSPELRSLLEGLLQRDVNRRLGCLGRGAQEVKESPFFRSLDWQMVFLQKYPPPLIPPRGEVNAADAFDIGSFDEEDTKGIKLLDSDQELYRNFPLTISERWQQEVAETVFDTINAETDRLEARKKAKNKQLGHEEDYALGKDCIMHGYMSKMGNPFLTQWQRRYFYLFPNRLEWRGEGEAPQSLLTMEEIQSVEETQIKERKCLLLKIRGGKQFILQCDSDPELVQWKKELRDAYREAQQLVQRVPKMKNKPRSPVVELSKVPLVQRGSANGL
MEX-5 binding = C. elegans MEX-5 TCR-2 RNA binding activity | Q9XUB2 | MEX-5/FITC-TCR2 RNA binding, fluorescence polarization; hits give low values | activity score (negative = inhibition of binding), % at 10 µM | actives 0.38% (n = 300,000) | AID 1832;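 active = inhibition past about -25% in most replicates, and total fluorescence under double the plate's negative control median, limit read from the data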;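 also: 0% = DMSO and -100% = 5 µM competing unlabeled TCR2 RNA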
BCLXL inh = Bcl-xL (human) inhibition. AID 2129. Q07817. inhibition, % at 10.9 µM. GST-Bcl-xL / FITC-Bim BH3 peptide fluorescence polarization. actives 0.7% (n = 320,000);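 active = inhibition above the mean of all tested compounds plus 3 SD, cutoff set per campaign, cut at about 30% in these data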;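 also: 0% = DMSO wells and 100% = unlabeled Bim-BH3 peptide competitor; inhibitors lower millipolarization by displacing the labeled peptide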
GLD-1 RNA inh = GLD-1-TGE RNA interaction inhibition (C. elegans); Q17339; purified GLD-1 + fluorescein TGE RNA, fluorescence polarization; inhibition, % at 5.96 µM; actives 0.44% (n = 320,000);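 active = percent inhibition above a per-plate cutoff, the plate mean of test compounds plus 3 SD, cut at about 30% in these data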;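 also: 0% = DMSO wells with GLD-1 and probe and 100% = wells lacking GLD-1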
VLA-4 inh = inhibition in a human VLA-4 binding assay | P13612 | inhibition, % (about 7 µM as worked out from the volumes in the protocol) | AID 2557 | actives 0.2% (n = 330,000) | VLA-4 expressing cells, ligand binding flow cytometry; in the data active = inhibition above about 50%
Efflux pump inh = antifungal efflux pump inhibition, Nile Red retention | S. cerevisiae Candida pump triplex | inhibition, % at 10 µM | actives 0.44% (n = 330,000);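 active = plate passing quality check with inhibition over a set limit, or well fluorescence over plate mean plus 4 SD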;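 also: Nile Red retained in pooled yeast measured as flow cytometry median fluorescence; 0% = buffer negative control and 100% = Enniatin B positive control; higher means more Nile Red kept so more efflux inhibition; some compounds called inactive have numbers as strong as hits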
Fam108B inh = Fam108B inhibition, counter-screen for RBBP9 inhibitors; actives 0.33% (n = 300,000); AID 1947; recombinant Fam108B, FP-Rh probe fluorescence polarization; inhibition, % at 9.51 µM;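 active = inhibition above the screen mean inhibition plus 3 SD, computed separately per campaign, cut at about 18% in these data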;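 also: inhibitors lower polarization as less probe binds the enzyme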
PME-1 inh = PME-1 (human) inhibition. Q9Y570. recombinant PME-1, FP-Rh probe fluorescence polarization. inhibition, % at 5.9 µM. actives 0.53% (n = 320,000). AID 2130;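 active = inhibition above the campaign mean of all compounds plus 3 SD, cut at about 26% in these data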;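 also: competitive labeling of PME-1 active site by serine hydrolase directed probe; 0% = PME-1 with DMSO and 100% = wells lacking PME-1 enzyme; inhibitors block probe labeling so polarization falls and inhibition rises; many of its hits are not listed in these tables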
Numbers without * were called inactive; . = not tested or not shown. Only part of the results is shown (hit frequency here may not be typical).

1: O=C(O)c1cccc(NC(=S)NC(=O)c2cccc(OCc3ccccc3)c2)c1
2: COC(=O)c1sc(-c2ccc(Cl)cc2)cc1N
3: CC(=O)Nc1ccc(S(=O)(=O)NCC2CCC(C(=O)NCCc3ccccc3)CC2)cc1 (stereo not given)
4: COc1ccccc1CNCC(=O)NCc1ccc(C)cc1
5: O=C(NC1CCN(C(=O)NCc2ccccc2)CC1)c1ccco1
6: CC(C)(C)c1ccc(S(=O)(=O)N2CC(=O)Nc3ccccc32)cc1
7: COc1cccc(-c2nnn(CC(=O)Nc3ccc(C)cc3C)n2)c1OC
8: Nc1c(C(=O)O)cnc2c(-c3ccc(Cl)cc3)cnn12

Screen / compound no. | 1 | 2 | 3 | 4 | 5 | 6 | 7 | 8
MCL1 BIM primary | 14 | 3 | -7 | 1 | 8 | 0 | 2 | 3
GRK2 aptamer HTS | 2 | 2 | 0 | 0 | 0 | 5 | 0 | 4
MEX-5 binding | -3.5 | 0.1 | -0.3 | -2.6 | -1.4 | -0.5 | -0.4 | -1.0
BCLXL inh | 8 | 2 | -1 | 6 | 0 | 9 | 3 | 6
GLD-1 RNA inh | -7 | 5 | -4 | 0 | 4 | -2 | -2 | 7
VLA-4 inh | 8 | 9 | 2 | 15 | 6 | 10 | 2 | 11
Efflux pump inh | 0.0 | 0.1 | -0.4 | 0.0 | 0.1 | -0.1 | 0.1 | -0.4
Fam108B inh | -9 | 8 | -1 | 3 | 4 | 1 | -6 | 10
PME-1 inh | -6 | 4 | -1 | -1 | -2 | -1 | -13 | -1

9: Cc1ccc(N2CC(C(=O)N3CCC(c4nc5ccccc5[nH]4)CC3)CC2=O)cc1C (stereo not given)
10: COc1ccc(NC(=O)[C@@H]2[C@@H]3C(=O)N(C4CCCCC4)C(=O)[C@@H]3C3c4ccccc4C=CN32)cc1 (stereo not given in full)
11: COC(=O)C1=C(CSc2nc3c(cc2C#N)CN(C)CC3)OC(N)=C(C#N)C1c1ccc(F)cc1 (stereo not given)
12: COc1ccc2[nH]c(=O)c(CN(CCc3cccc(C)c3)C(C)=O)cc2c1
13: O=C(CN1C(=O)c2ccccc2C1=O)N1CCOCC1
14: COc1ccc(CN2CCN(CCCCOc3ccc(Cl)cc3)CC2)c(OC)c1OC
15: CCc1c(C)c2ccc(O)c(CN3CCCC3)c2oc1=O
16: Cc1cc2n(n1)C(c1c[nH]c3ccccc13)Nc1ccccc1-2 (stereo not given)

Screen / compound no. | 9 | 10 | 11 | 12 | 13 | 14 | 15 | 16
MCL1 BIM primary | -2 | 3 | 74* | 1 | -2 | 4 | . | 7
GRK2 aptamer HTS | 0 | 0 | 2 | 3 | 1 | 3 | 1 | 2
MEX-5 binding | -0.6 | 4.5 | -10 | 1.8 | 2.8 | 1.4 | 2.2 | -32*
BCLXL inh | 7 | 8 | 58* | 2 | -2 | 3 | . | 10
GLD-1 RNA inh | 1 | -1 | 26 | -8 | -3 | -1 | . | 23
VLA-4 inh | -17 | -4 | -46 | 10 | -2 | 11 | 30 | 0
Efflux pump inh | 0.1 | 0.1 | 0.2 | -0.2 | 0.1 | 0.0 | 0.0 | -0.2
Fam108B inh | 2 | -5 | 5 | -2 | 10 | -3 | . | -11
PME-1 inh | -3 | -7 | 3 | 3 | -5 | 0 | . | -8

17: COc1ccc2nc(/C=N/NC(=O)CCNC(=O)OC(C)(C)C)ccc2c1
18: CCNS(=O)(=O)c1cc(OC)c(Cl)cc1OC
19: O=C(CN(C(=O)CNC(=O)c1ccco1)c1ccccc1F)NC1CCCCC1
20: O=C(NCc1ccco1)C1CCN(S(=O)(=O)c2cccc3cccnc23)CC1
21: Cn1cc(/C=C/C(=O)N2CCCC(C(=O)c3cccc(C(F)(F)F)c3)C2)cn1 (stereo not given)
22: Cc1nn(C)c(Cl)c1CN1CCC(n2nccc2NC(=O)C2CCCC2)CC1
23: CN(Cc1cccs1)C(=O)CSc1nc2ccccc2[nH]1
24: O=C(Nc1ccc2c(c1)OCO2)C1CCCN1C(=O)OCc1ccccc1 (stereo not given)

Screen / compound no. | 17 | 18 | 19 | 20 | 21 | 22 | 23 | 24
MCL1 BIM primary | 0 | 4 | 5 | 2 | -6 | . | -3 | 3
GRK2 aptamer HTS | 4 | 1 | 1 | 2 | 0 | 4 | 2 | 2
MEX-5 binding | 0.8 | -0.9 | 0.9 | -2.9 | -0.6 | 1.4 | 1.6 | 0.2
BCLXL inh | 9 | 6 | 8 | 4 | -3 | . | -2 | -3
GLD-1 RNA inh | 4 | -2 | -2 | 6 | -5 | . | 2 | -3
VLA-4 inh | 9 | -21 | 1 | -9 | 3 | 7 | -6 | -6
Efflux pump inh | 0.1 | 0.0 | -0.1 | 0.1 | 0.6 | 0.0 | -0.1 | -0.1
Fam108B inh | 2 | 1 | 1 | 1 | -3 | . | 1 | 7
PME-1 inh | -2 | 0 | 0 | 12 | -3 | . | -2 | -2

25: CC(=O)N(/N=C1/C(=O)Nc2ccccc21)c1ccccc1
26: C=CCn1c(=O)c2ccc(C(=O)NCc3ccccc3)cc2n(Cc2ccc(C)cc2)c1=O
27: Cc1ccc(NC(=O)c2ccc(S(=O)(=O)NCC3CCCO3)cc2)cc1C (stereo not given)
28: COC(=O)N/N=C/c1ccccc1OCCOc1ccc(OC)cc1
29: CCn1c(N2CCN(CC(=O)c3c(C)n(C)c4ccc(OC)cc34)CC2)nc2c1c(=O)[nH]c(=O)n2C
30: Cc1noc(C)c1COc1ccc(C(=O)N2CCC(C(N)=O)CC2)cc1
31: O=C(c1cc2cc(Cl)ccc2[nH]1)N1CCN(c2ccccn2)CC1
32: CC(O)C(=O)NCCOCCOCCNC(=O)C(C)O (stereo not given)

Screen / compound no. | 25 | 26 | 27 | 28 | 29 | 30 | 31 | 32
MCL1 BIM primary | -9 | 1 | 4 | -4 | 2 | . | 6 | 6
GRK2 aptamer HTS | 2 | 1 | 3 | 0 | 0 | 2 | 0 | 0
MEX-5 binding | -13 | -2.1 | 3.2 | 1.2 | -1.2 | . | 2.0 | 0.9
BCLXL inh | 0 | -2 | 10 | 2 | 6 | . | 4 | 6
GLD-1 RNA inh | 6 | -4 | -2 | 0 | -1 | 4 | -5 | 6
VLA-4 inh | -12 | 7 | -5 | 3 | -1 | -4 | 3 | -4
Efflux pump inh | -0.1 | 0.1 | 0.1 | 0.0 | -0.1 | -0.1 | -0.1 | 0.0
Fam108B inh | -1 | -2 | 1 | -1 | -2 | . | -2 | 2
PME-1 inh | 0 | -4 | -2 | -6 | -6 | . | 4 | -4

33: CCOC(=O)CSc1nn(-c2ccccc2)c(=S)s1
34: COc1cc(NC(=O)C2=C(N3CCOCC3)/C(=C\c3ccc(Br)cc3)CC2)cc(OC)c1OC
35: CCC(=O)Nc1cccc(C2=NOC3(C2)C[C@@H](C(N)=O)N(C(=O)CC)C3)c1 (stereo not given in full)
36: CCOc1ccccc1NC(=O)CCNS(=O)(=O)c1cccc2nsnc12
37: COc1cc(NC(=O)c2ccc(F)cc2)c(OC)cc1Cl
38: CCOC(=O)N1CCC(=NNC(=O)COc2cccc(C)c2)CC1
39: O=C1NCCCC1C(=O)Nc1ccccc1C(F)(F)F (stereo not given)
40: COc1ccccc1CNc1ncnc2c1cnn2-c1ccccc1

Screen / compound no. | 33 | 34 | 35 | 36 | 37 | 38 | 39 | 40
MCL1 BIM primary | 3 | -4 | 6 | 2 | 5 | -1 | 4 | -4
GRK2 aptamer HTS | 1 | 0 | 2 | 0 | 1 | 0 | 0 | 0
MEX-5 binding | 0.8 | -0.3 | -1.7 | 1.2 | -0.2 | 0.9 | 2.6 | -0.5
BCLXL inh | 0 | 1 | 5 | 0 | 4 | -4 | 4 | 1
GLD-1 RNA inh | -2 | 2 | -1 | 7 | 1 | -3 | 10 | 4
VLA-4 inh | 0 | 3 | 8 | 4 | -2 | 12 | -17 | 3
Efflux pump inh | 0.0 | -0.3 | -0.1 | -0.2 | -0.2 | 0.1 | 0.0 | 0.2
Fam108B inh | 1 | -2 | 3 | 6 | -5 | 4 | 3 | 1
PME-1 inh | 2 | 0 | 0 | 2 | 0 | -2 | -7 | -2

Limited to Efflux pump inh and PME-1 inh (3 entries from above):
# | SMILES | Efflux pump inh | PME-1 inh
17 | COc1ccc2nc(/C=N/NC(=O)CCNC(=O)OC(C)(C)C)ccc2c1 | 0.1 | -2
18 | CCNS(=O)(=O)c1cc(OC)c(Cl)cc1OC | 0.0 | 0
19 | O=C(CN(C(=O)CNC(=O)c1ccco1)c1ccccc1F)NC1CCCCC1 | -0.1 | 0

Additional results.
41: Cc1cc(C)nc(SCC(=O)c2ccc(O)c(O)c2)n1
42: O=C(NCc1cccnc1)c1ccccc1NS(=O)(=O)c1ccc(Br)cc1
43: COc1ccc(NS(=O)(=O)c2c(C)[nH]c(C)c2C(=O)N2CCCCC2)cc1Cl
44: O=S(=O)(NCc1ccccc1)c1ccc(Cl)cc1
45: CCOC(=O)c1c(C)[nH]c(C)c1S(=O)(=O)NC(C)Cc1ccco1 (stereo not given)

Screen / compound no. | 41 | 42 | 43 | 44 | 45
MCL1 BIM primary | 17 | . | -4 | 9 | 4
GRK2 aptamer HTS | 8 | 2 | 5 | 1 | 2
MEX-5 binding | -3.2 | . | -0.9 | 0.3 | 0.8
BCLXL inh | 6 | . | -2 | 7 | 3
GLD-1 RNA inh | -6 | 3 | 0 | -3 | 2
VLA-4 inh | -16 | -2 | 29 | -1 | 1
Efflux pump inh | -0.2 | 0.2 | 0.1 | 0.0 | 0.1
Fam108B inh | 1 | . | 1 | -3 | -4
PME-1 inh | -7 | . | -6 | 4 | 1

Pulled by structure from above (five):
45: CCOC(=O)c1c(C)[nH]c(C)c1S(=O)(=O)NC(C)Cc1ccco1 (stereo not given)
44: O=S(=O)(NCc1ccccc1)c1ccc(Cl)cc1
43: COc1ccc(NS(=O)(=O)c2c(C)[nH]c(C)c2C(=O)N2CCCCC2)cc1Cl
41: Cc1cc(C)nc(SCC(=O)c2ccc(O)c(O)c2)n1
42: O=C(NCc1cccnc1)c1ccccc1NS(=O)(=O)c1ccc(Br)cc1

Screen / compound no. | 45 | 44 | 43 | 41 | 42
MCL1 BIM primary | 4 | 9 | -4 | 17 | .
GRK2 aptamer HTS | 2 | 1 | 5 | 8 | 2
MEX-5 binding | 0.8 | 0.3 | -0.9 | -3.2 | .
BCLXL inh | 3 | 7 | -2 | 6 | .
GLD-1 RNA inh | 2 | -3 | 0 | -6 | 3
VLA-4 inh | 1 | -1 | 29 | -16 | -2
Efflux pump inh | 0.1 | 0.0 | 0.1 | -0.2 | 0.2
Fam108B inh | -4 | -3 | 1 | 1 | .
PME-1 inh | 1 | 4 | -6 | -7 | .
